Compound activity as filed in PubChem BioAssay.
PLAP inhibitors HTS: inhibition of human placental alkaline phosphatase – biochemical, luminescence, HTS (AID 690) | one-dose inhibition, % at 20 µM; IC50 in µM for titrated hits | purified PLAP, luminescent substrate; higher % means a stronger effect | hit rate 0.08% among 96,000; in the data active = a potency from the dose series; inactive = the rest, 99 in 100 with inhibition below about 30%; also: strong numbers were not always called active
IL1B NFkB pot: enhances IL-1B driven NFkB nuclear translocation. activation, % at 2 µM. HUVEC IL-1B NFkB p65 nuclear translocation imaging. hit rate 0.3% among 94,000. AID 819;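 active = activation above 40%, about the mean plus 3 SD, also judged a hit on visual image review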;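 also: percent activation is computed from the nuclear over cytoplasmic p65 intensity ratio; values of inactives mirror those of a sister screen read the other way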
IL1B NFkB inh: blocks IL-1B driven NFkB nuclear translocation in HUVEC cells. AID 796. hit rate 0.43% among 94,000. inhibition, % at 2 µM. HUVEC IL-1B NFkB p65 nuclear translocation imaging;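 active = inhibition above about 30% together with a positive call from visual inspection of the well image, limit read from the data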;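 also: nuclear over cytoplasmic p65 intensity ratio measured by imaging; 0% = IL-1B stimulated DMSO wells and 100% = unstimulated DMSO wells; values of inactives mirror those of a sister screen read the other way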
MRP resist rev: MRP-mediated drug resistance reversal; H69AR cells + 2 uM doxorubicin, CellTiter-Glo, 72 h; hit rate 0.04% among 85,000; AID 602; differential viability (reversal), % at 10 µM;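 active = viability drop by adding the cancer drug above about 55%, with treated viability meeting a 40% cutoff, limit read from the data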;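 also: viability without doxorubicin minus viability with 2 µM doxorubicin for each compound; larger differential means the compound sensitizes cells more to doxorubicin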
Bcl-B displacement: displacers of TR3 peptide from Bcl-B, primary screen, selectivity assay for Bfl-1 inhibitor project, biochemical, fluorescence polarization; FP displacement of FITC-TR3 peptide from Bcl-B; higher % means a stronger effect; displacement, % at 20 µM, or IC50 in µM where a hit was titrated; hit rate 0.11% among 96,000;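 active = displacement above 50% at 20 µM plus a fluorescence interference ratio under 1.5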;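 also: plate controls were wells without compound for no effect and wells lacking Bcl-B protein for full effect; a part of the inactive calls stands beside numbers as strong as those of hits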
MRP resist rev cytotoxicity: recorded beside MRP resist rev, whose call it bears; viability, %; H69AR cells, CellTiter-Glo, 72 h; measured here: cytotoxicity without doxorubicin
MRP resist rev with doxorubicin: recorded beside MRP resist rev, whose call it bears; viability, %; measured here: viability with 2 uM doxorubicin; active compounds read low
IL1B NFkB inh cell count 2 µM: further read-out of IL1B NFkB inh, marked with its call; cell count; measured here: cells passing quality filter;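 raw number of nuclei counted in each imaged well without normalization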
IL1B NFkB pot cell count 2 µM: recorded beside IL1B NFkB pot, whose call it bears; cell count; measured here: cells passing quality filter
Numbers without * were called inactive; . = not tested or not shown.

SMILES | PLAP inhibitors HTS | IL1B NFkB pot | IL1B NFkB pot cell count 2 µM | IL1B NFkB inh | IL1B NFkB inh cell count 2 µM | MRP resist rev | MRP resist rev cytotoxicity | MRP resist rev with doxorubicin | Bcl-B displacement
COc1ccc2cc(C#N)c(N3CCN(Cc4nnnn4CCC(C)C)CC3)nc2c1 | -42% | 18 | 145 | -18 | 145 | -11 | 83 | 94 | -10%
CC(C)OC(=O)CSc1nc2ccccc2s1 | 0% | -7 | 87 | 7 | 87 | -13 | 90 | 103 | -8%
COCCNC(=O)C1CC(c2cccc(OC)c2)=NO1 (stereo unspecified) | -2% | 7 | 141 | -7 | 141 | 4 | 92 | 87 | -10%
O=C(Nc1ccccc1OC(F)F)c1ccc(F)cc1 | 18% | 4 | 149 | -4 | 149 | -2 | 96 | 98 | -8%
CCCC(C)C(=O)Nc1nc(C)c(-c2csc(Nc3cc(Cl)ccc3C)n2)s1 (stereo unspecified) | -5% | 3 | 117 | -3 | 117 | . | . | . | -45%
CCOC(=O)c1c(NC(=O)CSc2nnc(CNc3ccc(OC)cc3)n2C)sc(C)c1C | -53% | 34 | 123 | -34 | 123 | 5 | 100 | 95 | 4%
O=C(COC(=O)C1CC1)Nc1ccc(Oc2ccccc2)cc1 | 30% | . | . | . | . | 7 | 95 | 88 | -6%
CCOC(=O)C1=C(C)N=C2c3ccccc3C(=O)C2C1c1ccc(C)cc1 (stereo unspecified) | -22% | 17 | 51 | -17 | 51 | . | . | . | 2%
Nn1c(SCC(=O)Nc2ccccc2F)nnc1-c1cccnc1 | 12% | 1 | 150 | -1 | 150 | 16 | 100 | 84 | 1%
Cc1[nH]n(-c2ccc([N+](=O)[O-])cc2)c(=O)c1C=NCCN1CCN(C(=O)c2ccccc2F)CC1 | -17% | 15 | 162 | -14 | 162 | -1 | 39 | 40 | 2%
CCN(C(C)=O)c1cccc2ccccc12 | 13% | 5 | 146 | -5 | 146 | 9 | 93 | 85 | -3%
COc1ccc(NC2=NCC(=O)N2Cc2cccs2)cc1 | 12% | 6 | 160 | -6 | 160 | 3 | 93 | 90 | -4%
Cc1cc(C)cc(NC(=O)C2CCN(S(=O)(=O)c3c(C)n[nH]c3C)CC2)c1 | -25% | 18 | 107 | -18 | 107 | -7 | 68 | 75 | 4%
Cc1ccc(C(=O)N2CCN(c3ccc(Cl)cc3)CC2)cc1 | 16% | -16 | 12 | 16 | 12 | 6 | 99 | 93 | -8%
Cn1c(SCC(=O)N2CCc3ccccc32)nnc1C1CC1 | 12% | 2 | 77 | -2 | 77 | -4 | 82 | 86 | -4%
CC1CCc2nc(NCCO)nc(C(F)(F)F)c2C1 (stereo unspecified) | -2% | -19 | 159 | 20 | 159 | 6 | 105 | 99 | -4%
Cc1ccc(CCNC(=O)C2CCN(S(=O)(=O)c3cccc4nonc34)CC2)cc1 | 4% | 2 | 123 | -2 | 123 | -1 | 80 | 81 | -47%
CC1=C(C(=O)OCC2CCCO2)C(c2ccccc2)NC(=O)N1 (stereo unspecified) | -5% | 4 | 139 | -4 | 139 | -16 | 91 | 107 | 10%
Cc1ccc(C(=O)Nc2ncc(C)s2)o1 | 18% | 10 | 172 | -10 | 172 | 0 | 80 | 80 | 11%
Cc1cc(N2CCN(C(c3ccccc3)c3ccccc3)CC2)n2ncnc2n1 | -41% | -4 | 85 | 4 | 85 | 0 | 79 | 78 | -6%
CCCCNc1nc(-c2ccccc2)cc(C(F)(F)F)c1C(N)=O | . | 38 | 140 | -38 | 140 | -8 | 60 | 68 | .
CCOc1cccc(/C(O)=C2/C(=O)C(=O)N(CCOC)C2c2ccco2)c1 (stereo unspecified) | -9% | 3 | 150 | -3 | 150 | -4 | 80 | 84 | -8%
O=C(NCC1CCCO1)c1cccc(NC(=O)c2ccco2)c1 (stereo unspecified) | 12% | 13 | 148 | -14 | 148 | -1 | 98 | 99 | -1%
O=C(OCc1nnc(-c2ccccc2)o1)c1cc(S(=O)(=O)N2CCOCC2)c(Cl)cc1Cl | 8% | -4 | 90 | 4 | 90 | 2 | 78 | 77 | -2%

For reference, some entries already given.
SMILES | PLAP inhibitors HTS | IL1B NFkB pot | IL1B NFkB pot cell count 2 µM | IL1B NFkB inh | IL1B NFkB inh cell count 2 µM | MRP resist rev | MRP resist rev cytotoxicity | MRP resist rev with doxorubicin | Bcl-B displacement
COc1ccc2cc(C#N)c(N3CCN(Cc4nnnn4CCC(C)C)CC3)nc2c1 | -42% | 18 | 145 | -18 | 145 | -11 | 83 | 94 | -10%
CC(C)OC(=O)CSc1nc2ccccc2s1 | 0% | -7 | 87 | 7 | 87 | -13 | 90 | 103 | -8%

Further results follow.
SMILES | PLAP inhibitors HTS | IL1B NFkB pot | IL1B NFkB pot cell count 2 µM | IL1B NFkB inh | IL1B NFkB inh cell count 2 µM | MRP resist rev | MRP resist rev cytotoxicity | MRP resist rev with doxorubicin | Bcl-B displacement
O=c1cc(CNCCCO)c2ccccc2[nH]1 | -8% | 16 | 118 | -16 | 118 | -15 | 95 | 111 | -3%
O=P(O)(O)COc1ccccc1P(=O)(c1ccccc1)c1ccccc1 | -14% | -8 | 97 | 8 | 97 | 7 | 95 | 88 | 3%
Cc1ccc(-c2csc(N/N=C/C=C/c3ccccc3)n2)cc1 | -16% | -7 | 155 | 7 | 155 | . | . | . | -18%
CCCn1nnc(NCc2ccc(OCc3cccs3)c(OC)c2)n1 | -56% | 30 | 127 | -30 | 127 | 17 | 106 | 88 | -2%
O=C(NCCc1ccc2c(c1)OCCO2)c1cc2ccccc2o1 | 34% | 13 | 206 | -13 | 206 | 30 | 134 | 105 | 12%
CC(=O)Nc1ccc(S(=O)(=O)NC2=NCN(CCOC(=O)c3ccccc3)CN2)cc1 | -14% | -14 | 145 | 14 | 145 | -15 | 87 | 102 | 6%
CCCOc1ccc(C(=O)NC(=S)Nc2nc3ccc(C)cc3s2)cc1 | -13% | -3 | 112 | 3 | 112 | . | . | . | -5%
Cc1ccc(C(=O)CN2CCC(NC(=O)C3CCCCC3)CC2)cc1 | -81% | 0 | 150 | 0 | 150 | 7 | 97 | 90 | -4%
COc1ccc(C2CC(C(F)(F)F)n3nc(CO)c(Cl)c3N2)cc1OC (stereo unspecified) | -24% | 4 | 127 | -4 | 127 | 5 | 93 | 87 | 6%
CCOc1ccc(S(=O)(=O)Nc2cccc(OC)c2)cc1 | -7% | 10 | 173 | -10 | 173 | -14 | 38 | 51 | -7%
CN(C)S(=O)(=O)N1CCN(S(=O)(=O)N(C)C)CC1 | -6% | 14 | 61 | -14 | 61 | -5 | 89 | 94 | 20%
COc1ccc(NC(=O)CN2CCC(C)CC2)c([N+](=O)[O-])c1 | -26% | 34 | 134 | -34 | 134 | . | . | . | -2%
COc1ccc(NC(=O)Nc2ccccc2C(N)=O)cc1OC | -16% | 10 | 156 | -10 | 156 | -4 | 98 | 102 | 1%
Cc1nnc(NC(=O)CSc2nnc(CNC(=O)C34CC5CC(CC(C5)C3)C4)n2C2CCCCC2)s1 | -11% | -2 | 76 | 2 | 76 | 0 | 84 | 84 | 1%
Cc1cccc(OCc2nc(-c3nonc3N)no2)c1C | -6% | . | . | . | . | -18 | 91 | 109 | -7%
Cc1cccc(N2CCN(C(=O)c3cc4ccccc4oc3=O)CC2)c1C | -5% | 19 | 60 | -19 | 60 | 16 | 99 | 84 | 0%
CC(Sc1nc(-c2ccccc2)cc(C(F)(F)F)n1)C(=O)NCCN1CCOCC1 (stereo unspecified) | -55% | 5 | 89 | -5 | 89 | -6 | 65 | 71 | -9%
CCN(C1CCCCC1)S(=O)(=O)c1ccc(OC)c(C)c1 | 12% | -2 | 141 | 2 | 141 | 8 | 108 | 100 | -6%
Cc1ccc(-c2csc3nc(=O)c(C)nn23)cc1 | -30% | . | . | . | . | -3 | 81 | 84 | 8%
c1ccc(-c2nc(-c3ccccn3)no2)cc1 | . | 12 | 125 | -12 | 125 | -1 | 42 | 43 | .
Cc1ccc(-c2onc3ccc(C=O)cc23)cc1 | -11% | 27 | 188 | -27 | 188 | -53 | 33 | 86 | -6%
COCCn1c(SCC(=O)Nc2nnc(C)s2)nnc1-c1ccncc1 | 1% | 0 | 172 | 0 | 172 | -2 | 89 | 92 | -6%
C=CCOc1c2ccc(C(=O)NC3CCCc4ccccc43)cc2nn1C (stereo unspecified) | -3% | -7 | 131 | 7 | 131 | . | . | . | 2%
CN1CCc2c(sc3c2c(=O)n(-c2cccc(Cl)c2)c2nncn32)C1 | . | -9 | 173 | 9 | 173 | 20 | 92 | 72 | .
CC1Cc2ccccc2N1C(=O)COC(=O)Cn1nnc(-c2ccccc2)n1 (stereo unspecified) | -12% | 12 | 176 | -12 | 176 | -26 | 22 | 47 | -13%
COc1ccc(-n2[nH]c(C)cc2=O)cc1 | -12% | 11 | 171 | -11 | 171 | -3 | 92 | 94 | -6%
O=C(c1cc(-c2cccs2)nc2ccccc12)N1CCN(S(=O)(=O)c2ccccc2)CC1 | -67% | -5 | 187 | 5 | 187 | 4 | 94 | 90 | -40%
O=C(NC1CCCCC1)c1cc([N+](=O)[O-])ccc1N1CCCCC1 | 13% | -2 | 136 | 2 | 136 | . | . | . | 0%
CCOC(=O)c1cc(-c2ccc3c(c2)OCCO3)nc2c1c(C)nn2CCC#N | -59% | 19 | 90 | -19 | 90 | -25 | 53 | 77 | 1%
O=C(C1CC1)N1CCc2cc(S(=O)(=O)NCCC3=CCCCC3)ccc21 | -18% | 19 | 89 | -19 | 89 | 18 | 83 | 65 | -1%
CC1Cc2cc(C(=O)O)ccc2O1 (stereo unspecified) | -2% | 8 | 131 | -8 | 131 | 14 | 104 | 90 | 15%
O=C(Nc1ccccc1)OCc1ccccn1 | 11% | 6 | 95 | -6 | 95 | 22 | 111 | 89 | 4%
CC(C)OC(=O)CN1C(=O)C(C)(C)Oc2ccc(C(=O)NC(C)(C)C)cc21 | -31% | 6 | 101 | -6 | 101 | -17 | 50 | 67 | -2%
Cc1nn(Cc2ccc(C(=O)Nc3nc4c(C)cccc4s3)o2)c(C)c1Br | -20% | -6 | 159 | 6 | 159 | 19 | 76 | 57 | -2%
O=S(=O)(NCc1cc(-c2ccc(Cl)cc2)no1)c1ccccc1 | 10% | 3 | 154 | -3 | 154 | . | . | . | 0%
O=C(CC1Oc2ccccc2NC1=O)NCc1ccc(Cl)cc1 (stereo unspecified) | 4% | -8 | 190 | 8 | 190 | 1 | 96 | 96 | 1%

4 entries already listed, ordered by their value in IL1B NFkB pot, lowest first.
| Structure | IL1B NFkB pot |
| --- | --- |
| O=C(NC1CCCCC1)c1cc([N+](=O)[O-])ccc1N1CCCCC1 | -2 |
| O=C(Nc1ccccc1)OCc1ccccn1 | 6 |
| CCOc1ccc(S(=O)(=O)Nc2cccc(OC)c2)cc1 | 10 |
| CCOC(=O)C1=C(C)N=C2c3ccccc3C(=O)C2C1c1ccc(C)cc1 (stereo unspecified) | 17 |

(cont.)
SMILES | PLAP inhibitors HTS | IL1B NFkB pot | IL1B NFkB pot cell count 2 µM | IL1B NFkB inh | IL1B NFkB inh cell count 2 µM | MRP resist rev | MRP resist rev cytotoxicity | MRP resist rev with doxorubicin | Bcl-B displacement
COC(=O)Cn1cc(C(=O)OC)c2ccccc21 | -8% | 6 | 126 | -6 | 126 | 12 | 94 | 82 | -4%
O=S(=O)(Nc1cccnc1)c1ccc(Cl)cc1 | -15% | 6 | 140 | -6 | 140 | 6 | 85 | 79 | -7%
COc1cccc(-c2cc(C(=O)Nn3cnnc3)c3ccccc3n2)c1 | -38% | . | . | . | . | -2 | 91 | 93 | -2%
Cn1c2ccccc2c2c(C(=O)NCc3ccco3)cn(C3CCCCC3)c(=O)c21 | -76% | -2 | 61 | 2 | 61 | -16 | 60 | 76 | 12%
Cc1occc1C(=O)NNC(=O)NC12CC3CC(CC(C3)C1)C2 | 4% | -8 | 212 | 8 | 212 | . | . | . | -4%
COc1ccc(-c2nnn(CC(=O)N(CC(=O)NCCC(C)C)Cc3cccs3)n2)cc1OC | -63% | 2 | 129 | -2 | 129 | -3 | 77 | 80 | 6%
CC1(C)C(=O)Nc2ccccc2N1C(=O)COC(=O)c1ccc(Cl)c(S(=O)(=O)NCc2ccccc2)c1 | -69% | -9 | 99 | 9 | 99 | 7 | 85 | 77 | -21%
C#CCn1c(=NC(=O)c2cccs2)sc2cccc(OC)c21 | 12% | -10 | 156 | 10 | 156 | . | . | . | 11%

This is a subset; rates above refer to the full screens.
